IDE cell activ: IDE (human) activation, cell-based; P14735; HEK cells, FAbeta-B cleavage, fluorescence polarization; 0% vehicle, 100% cell-free pure enzyme wells; activation, % at 5.96 µM; actives 0.073% (n = 340,000); AID 493087;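 active = activation above the mean of all tested compounds plus 3 SD, set per screening campaign, cut at about 17% in these data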
IDE inh: cellular human IDE inhibition | HEK cells, FAbetaB cleavage, fluorescence polarization | P14735 | AID 434962 | actives 0.41% (n = 320,000) | inhibition, % at 5.59 µM;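 active = percent inhibition above the average of all tested compounds plus 3 SD, set per screening campaign, cut at about 16% in these data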;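 note: IDE supplied by intact live HEK cells; FP after avidin binding of uncleaved biotin substrate so inhibition keeps polarization high; 0% = DMSO wells and 100% = 60 µM reference IDE inhibitor Ii1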
p-CIP stab down: p/CIP protein destabilization; F442A p/CIP-EGFP cells, EGFP fluorescence, 16 h; decrease of EGFP signal, % at 10 µM; actives 0.01% (n = 290,000); AID 1984;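 active = EGFP signal decrease of at least 30% at 10 µM or well 3 SD below plate mean, unless failing retest; inactive = the rest, including hits failing retest or dose response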; note: some compounds called inactive have numbers as strong as hits; many of its hits are not listed in these tables
Target sequence (Q05BA5 1-1403): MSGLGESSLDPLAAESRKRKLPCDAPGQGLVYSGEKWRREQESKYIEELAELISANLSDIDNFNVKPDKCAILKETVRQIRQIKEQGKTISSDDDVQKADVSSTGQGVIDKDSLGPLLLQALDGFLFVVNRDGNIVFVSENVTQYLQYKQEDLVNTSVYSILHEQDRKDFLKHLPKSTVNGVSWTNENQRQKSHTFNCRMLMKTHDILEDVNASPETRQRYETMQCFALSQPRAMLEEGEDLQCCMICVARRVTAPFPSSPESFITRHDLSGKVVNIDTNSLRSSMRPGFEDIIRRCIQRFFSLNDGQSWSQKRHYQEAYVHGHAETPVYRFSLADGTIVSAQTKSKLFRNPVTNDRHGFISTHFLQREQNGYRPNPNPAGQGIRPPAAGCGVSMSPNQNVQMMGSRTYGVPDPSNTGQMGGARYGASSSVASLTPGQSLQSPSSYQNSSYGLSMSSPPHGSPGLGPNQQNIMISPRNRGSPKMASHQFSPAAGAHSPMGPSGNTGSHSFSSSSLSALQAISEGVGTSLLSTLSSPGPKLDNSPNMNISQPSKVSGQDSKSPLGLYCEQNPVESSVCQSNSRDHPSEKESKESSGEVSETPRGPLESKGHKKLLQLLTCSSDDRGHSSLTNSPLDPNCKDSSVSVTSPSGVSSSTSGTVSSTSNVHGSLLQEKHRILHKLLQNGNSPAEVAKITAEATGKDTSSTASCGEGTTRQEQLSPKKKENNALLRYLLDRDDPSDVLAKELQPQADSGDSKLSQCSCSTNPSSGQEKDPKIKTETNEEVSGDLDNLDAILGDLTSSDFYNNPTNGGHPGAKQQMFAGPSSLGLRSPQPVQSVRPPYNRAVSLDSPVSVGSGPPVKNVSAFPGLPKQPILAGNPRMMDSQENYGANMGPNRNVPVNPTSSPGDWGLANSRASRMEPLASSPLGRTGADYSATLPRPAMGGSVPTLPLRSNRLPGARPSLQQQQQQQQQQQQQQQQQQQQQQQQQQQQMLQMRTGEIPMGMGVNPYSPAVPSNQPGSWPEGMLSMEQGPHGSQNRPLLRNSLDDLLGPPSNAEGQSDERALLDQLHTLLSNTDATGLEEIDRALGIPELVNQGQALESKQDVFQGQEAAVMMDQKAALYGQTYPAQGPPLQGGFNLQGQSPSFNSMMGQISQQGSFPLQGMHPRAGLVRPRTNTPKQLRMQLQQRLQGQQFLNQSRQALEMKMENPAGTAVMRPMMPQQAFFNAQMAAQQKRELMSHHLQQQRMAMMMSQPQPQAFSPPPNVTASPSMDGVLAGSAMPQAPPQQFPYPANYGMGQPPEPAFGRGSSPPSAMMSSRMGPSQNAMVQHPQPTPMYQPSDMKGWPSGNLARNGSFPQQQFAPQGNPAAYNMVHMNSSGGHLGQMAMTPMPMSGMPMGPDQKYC
VIM-2 inh: inhibitors of Pseudomonas aeruginosa VIM-2 metallo-beta-lactamase; AID 1527; actives 0.89% (n = 290,000); purified VIM-2, nitrocefin hydrolysis, epi-absorbance fluorescence; inhibition, % at 5.6 µM;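 active = inhibition above the mean of all tested compounds plus 3 SD, cutoff set per screening run, cut at about 7.5% in these data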;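 note: red hydrolysis product quenches plate fluorescence so inhibitors raise well fluorescence; 0% = enzyme with DMSO and 100% = DMSO without enzyme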
NS3 helicase inh: inhibitors of Hepatitis C virus NS3 helicase; NS3 helicase DNA unwinding, Cy5 molecular beacon fluorescence; inhibition, % at 10.9 µM; actives 0.56% (n = 290,000);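 active = inhibition above the mean of all tested compounds plus 3 SD, set per campaign, cut at about 35% in these data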;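 note: 0% = DMSO wells and 100% = thioflavine S control wells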
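System: NS3 helicase fragment of HCV / Schedule: 1 h at 25 °C / Control set: DMSO alone as 0% and 110 µM thioflavine S as 100% / Reagent: Cy5/quencher beacon DNA duplex and ATP to start / Technique: Cy5 fluorescence / Replication: singlicate / Evaluation: % inhibition of end-to-start signal ratio versus controls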
IMP-1 inh: blocks Pseudomonas aeruginosa IMP-1 metallo-beta-lactamase; purified IMP-1, nitrocefin hydrolysis, epi-absorbance fluorescence; inhibition, % at 5.6 µM; actives 0.45% (n = 290,000); AID 1556;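 active = inhibition above the mean plus 3 SD of all compounds in the same screening run, cut at about 4.5% in these data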;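 note: 0% = IMP-1 with DMSO and 100% = DMSO wells lacking enzyme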
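System: purified IMP-1 / Input: IMP-1 dispensed at 0.2 nM / Medium: 50 mM HEPES pH 7.1, 50 µM ZnSO4, 0.05% Brij 35 / Timing: 15 min enzyme–compound preincubation, then 25 min nitrocefin reaction, 25 °C / Technique: plate fluorescence quenching by hydrolysis product, ex 480/em 530 nm / Repeats: singlicate testing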
UBC9 SUMO inh: inhibitors of human SUMOylation (UBC9); HTRF SUMOylation assay, SAE1/SAE2 + UBC9, in vitro; P63279; AID 2006; inhibition, % at 35 µM; actives 0.36% (n = 290,000); in the data active = inhibition above about 50%, passing the limit was not always enough; note: strong numbers were not always called active
CRFR2-BP antag: antagonists of CRF-binding protein/CRF-R2 receptor complex; HEK293 CRF-R2/CRF-BP, CRF-induced calcium fluorescence; inhibition, % at 11.8 µM; actives 0.59% (n = 350,000); AID 588475;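 active = inhibition of the ligand-induced calcium signal above about 50% at the single tested concentration, limit read from the data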
GalR3 antag: antagonists of human GalR3; O60755; HEK293 GalR3-CNG cAMP membrane potential fluorescence; galR3 body fused to GalR1 C-terminus; inhibition, % at 3 µM; actives 0.44% (n = 360,000); AID 651719;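 active = inhibition above the screen-wide average plus 3 SD, cut at about 13% in these data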;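 note: forskolin and galanin both at EC90 stimulate the cells; cAMP rise reported by CNG channel membrane potential dye signal; 0% = forskolin plus galanin with DMSO and 100% = forskolin alone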
The depositor's hits bear a star; x = no result given.

1) COP(=O)(OC)c1nc(-c2cccc3ccccc23)oc1N1CCOCC1
2) O=C(NNC(=S)NC(=O)c1ccc(Br)cc1)c1ccc([N+](=O)[O-])cc1
3) Cc1cc(C)nc(N2CCC(C(=O)NNC(=O)Cc3ccccc3)CC2)n1
4) COc1ccc(-c2cc(Nc3ccccc3NC(=O)C(F)(F)F)n(CCC#N)n2)cc1
5) COc1ccc(CCNC(=O)c2ccc(N3CCCC3=O)cc2)cc1OC
6) COCCN(C(=O)COC(=O)COc1ccc(Cl)c(C)c1)c1c(N)n(Cc2ccccc2)c(=O)[nH]c1=O
7) CCOc1cc(S(=O)(=O)n2cnc(C)c2)ccc1Cl
8) O=C(O)CCC(=O)Nc1ccc(-c2csc(Nc3cccc4ccccc34)n2)cc1
9) CC1CCCCC12NC(=O)N(CC(=O)OCc1ccc(Br)cc1)C2=O (stereo not given)
10) Cn1cnc([N+](=O)[O-])c1Nc1ccccc1O
Assay by compound	1	2	3	4	5	6	7	8	9	10
IDE cell activ	2	-6	-2	3	4	-4	-1	6	2	2
IDE inh	6	-3	5	0	-4	-1	3	-1	-2	1
p-CIP stab down	-7	1	-2	9	0	-14	-4	x	x	-20
VIM-2 inh	-0.4	-3.4	-3.7	-3.9	2.5	-2.1	-3.5	x	x	-2.0
NS3 helicase inh	-3	22	4	-10	-7	-11	5	x	x	11
IMP-1 inh	-1.1	-1.8	-4.0	-2.3	-3.7	-2.0	-2.5	x	x	-3.2
UBC9 SUMO inh	40	-94	22	-17	6	-4	-17	x	x	17
CRFR2-BP antag	3	-9	2	1	5	-6	2	-1	-3	1
GalR3 antag	-8	-3	-6	-6	0	0	-4	-7	-6	13*

11) CN(C)c1nc(-c2ccccc2)nc(-c2ccc(Cl)cc2)c1C#N
12) COC(=O)c1c(C)[nH]c(C(=O)OCC(=O)NCC(C)C)c1C
13) O=C(CSc1nnc2c(n1)[nH]c1ccccc12)Nc1cccc(S(=O)(=O)N2CCOCC2)c1
14) CCOc1ccccc1N1CCN(C(=O)c2ccc(-c3ccc(OC(C)=O)cc3)cc2)CC1
15) CCOC(=O)c1ccccc1NC(=O)c1c(O)c2ccccc2n(CC)c1=O
16) CC(C)C[C@@H]1CN=C(N)N1C[C@@H]1CCCN1C[C@@H](C(C)C)N1C[C@@H](Cc2ccccc2)N(CCCC2CCCC2)C1=N
17) CCN1CCC2(CCN(C(=O)c3cc(COc4cc(C)ccc4C)on3)C2)C1 (stereo not given)
18) Cc1c(OC(C)C(=O)N2C[C@H]3C[C@@H](C2)c2cccc(=O)n2C3)ccc2c3c(c(=O)oc12)CCCC3 (stereo not given in full)
19) COc1cc(C2NC(=O)NC(c3ccccc3)=C2C(C)=O)c(Br)c(Br)c1O (stereo not given)
20) CC(C)C(=O)NN1c2ccccc2CCc2ccccc21
Assay by compound	11	12	13	14	15	16	17	18	19	20
IDE cell activ	-5	3	2	-4	2	8	0	-4	-2	x
IDE inh	-3	2	-1	2	-1	1	1	2	-3	3
p-CIP stab down	-6	1	-11	16	-5	x	-10	-9	-10	-2
VIM-2 inh	-5.9	0.1	-1.5	-0.4	0.1	x	-1.4	3.4	0.2	1.3
NS3 helicase inh	9	2	-1	-16	-6	x	-95	2	-31	21
IMP-1 inh	-4.6	0.7	-0.9	-1.8	-7.7	x	-1.2	-1.8	0.1	1.4
UBC9 SUMO inh	-1	14	22	-11	8	x	12	13	-5	6
CRFR2-BP antag	-3	8	4	-2	-7	19	-10	1	-8	20
GalR3 antag	2	-1	-4	-9	-2	-8	4	-7	-9	-2

Part of the list above, with values under each structure.
The line under a structure holds: IDE cell activ	IDE inh	p-CIP stab down	VIM-2 inh	NS3 helicase inh	IMP-1 inh	UBC9 SUMO inh	CRFR2-BP antag	GalR3 antag
16: CC(C)C[C@@H]1CN=C(N)N1C[C@@H]1CCCN1C[C@@H](C(C)C)N1C[C@@H](Cc2ccccc2)N(CCCC2CCCC2)C1=N
→ 8	1	x	x	x	x	x	19	-8
17: CCN1CCC2(CCN(C(=O)c3cc(COc4cc(C)ccc4C)on3)C2)C1 (stereo not given)
→ 0	1	-10	-1.4	-95	-1.2	12	-10	4
18: Cc1c(OC(C)C(=O)N2C[C@H]3C[C@@H](C2)c2cccc(=O)n2C3)ccc2c3c(c(=O)oc12)CCCC3 (stereo not given in full)
→ -4	2	-9	3.4	2	-1.8	13	1	-7

New compounds follow
21) O=C(CN1CCN(Cc2ccc3c(c2)OCO3)CC1)Nc1ccc2c(c1)OCO2
22) O=C(OCc1ccccc1Cl)c1ccc(-n2cnnc2)cc1
23) O=C(NCCN1CCCCCC1)C1CCN(S(=O)(=O)N2CCOCC2)CC1
24) COc1ccc(Br)cc1/C=C\C(=O)NCc1cccnc1
25) Cc1c(Br)c(C(N)=O)nn1C
26) O=C(Nc1nnc(-c2cccs2)o1)c1cccc(C(F)(F)F)c1
27) CCc1ccc(NC(=O)CSc2nnc(-c3ccco3)o2)cc1
28) Cc1cc(Cl)c(S(=O)(=O)NC(C(=O)O)C(C)C)cc1OCC(=O)NC1CCCCC1 (stereo not given)
29) Cc1c(C)c2ccc(OCC(=O)Nc3ccc(S(N)(=O)=O)cc3)c(C)c2oc1=O
30) O=C(O)c1ccccc1
Assay by compound	21	22	23	24	25	26	27	28	29	30
IDE cell activ	-2	-1	2	-4	0	8	-6	0	1	1
IDE inh	4	2	4	-4	4	3	8	2	2	4
p-CIP stab down	-8	-6	-10	0	3	-3	-7	-11	-2	x
VIM-2 inh	-1.5	-1.5	-1.5	-3.4	-2.8	-2.6	-1.0	0.0	7.8*	x
NS3 helicase inh	3	-8	-8	-4	-2	10	19	0	4	x
IMP-1 inh	-2.6	-1.8	0.5	-1.9	-4.6	-3.6	-1.6	-0.7	-1.1	x
UBC9 SUMO inh	24	-4	0	-11	-16	-8	10	10	30	x
CRFR2-BP antag	-8	-20	4	-11	3	24	4	22	-7	1
GalR3 antag	-2	2	-2	-2	-2	1	-1	2	2	-1

31) O=c1[nH]c(C2CCN(S(=O)(=O)c3ccc(C(F)(F)F)cc3)CC2)nc2c1nnn2Cc1ccc(F)cc1
32) COc1ccc(CCNS(=O)(=O)c2cccc3nsnc23)cc1OC
33) C#CCOCCOCCOCCNc1nc(N2CCN(C(=O)[C@H](CCCCN)n3cc([C@@H](N)C(C)CC)nn3)CC2)nc(N2CCN(C(=O)[C@H](Cc3cc4ccccc4[nH]3)n3cc([C@@H](N)CC(C)C)nn3)CC2)n1 (stereo not given in full)
34) NC(=O)C1CCN(C(=O)CCc2nc3sc4c(c3c(=O)[nH]2)CCCC4)CC1
35) Cc1c(OC(=O)c2ccc([N+](=O)[O-])cc2)c2c(c[n+]1C)COC(C)(C)OC2
36) Cc1cc(OCCn2cc(/C(N)=N/O)c3ccccc32)ccc1Cl
37) C/C(=N\NC(=O)C1CC1)c1cccc(NC(=O)c2cccc(Cl)c2)c1
38) Nc1ncnc(Nc2cccc(Cl)c2Cl)n1
39) Fc1ccc(N2CCN(Cc3nnc(-c4ccccc4)o3)CC2)cc1
40) CC1(C)NC(=O)N(CNc2cc(Cl)ccc2Cl)C1=O
Assay by compound	31	32	33	34	35	36	37	38	39	40
IDE cell activ	-1	-2	4	4	6	-1	x	-1	-5	8
IDE inh	7	0	6	-4	1	-1	3	-1	1	0
p-CIP stab down	-8	5	5	x	-2	1	1	17	4	-5
VIM-2 inh	-0.8	-4.9	-1.8	x	-0.2	-3.6	-1.5	-4.4	-0.8	-1.2
NS3 helicase inh	-6	9	-49	x	0	-60	6	-4	-16	20
IMP-1 inh	-3.4	-8.2	-3.0	x	-2.1	-6.3	-1.5	-4.5	-4.7	-1.3
UBC9 SUMO inh	-15	12	-23	x	-4	-17	0	7	-3	10
CRFR2-BP antag	-25	6	0	-2	8	-25	x	-1	-8	-13
GalR3 antag	-8	-6	x	1	x	0	x	-4	5	-3

41) Cc1ccc(-c2csc(NC(=O)c3ccco3)n2)cc1C
42) Fc1ccc(CNC(=S)NCc2ccccc2)cc1
43) CCc1sc(C(=O)NCc2ccco2)cc1Br
44) O=C(NC1CC1)C1=C[C@@H](C2CCCCC2)C[C@@H](OCc2ccc(CO)cc2)O1
45) O=C(O)/C=C/c1cn(-c2ccccc2)nc1-c1cc2ccccc2oc1=O
46) Cc1cc([N+](=O)[O-])nn1CC(=O)NNC(=S)Nc1ccc(Cl)cc1
47) Cc1ccc2nc3sc(C(=O)Nc4c(C)[nH]c(=O)[nH]c4=O)c(N)c3cc2c1
48) CC(=O)Nc1cccn(Cc2c(Cl)cccc2Cl)c1=O
49) O=C(Nc1ccccc1)c1cc(-c2ccccc2Cl)no1
50) COc1ccc(OC)c(NC(=O)CCc2c[nH]c3ccccc23)c1
Assay by compound	41	42	43	44	45	46	47	48	49	50
IDE cell activ	-4	-1	-1	-1	3	-6	-1	8	1	4
IDE inh	-5	3	5	1	8	3	7	9	6	-3
p-CIP stab down	6	6	-16	-9	7	-4	4	-5	-18	-1
VIM-2 inh	-0.3	-0.9	-1.3	-3.1	-0.9	-4.1	-2.3	-2.2	-3.4	2.3
NS3 helicase inh	-23	-20	17	-6	15	0	-2	7	0	-16
IMP-1 inh	1.6	-1.5	-3.1	-2.2	-1.2	-1.9	-3.8	-1.3	-3.7	-1.1
UBC9 SUMO inh	-12	0	-14	0	19	-47	11	5	21	-3
CRFR2-BP antag	-4	11	9	2	10	18	-9	0	4	-3
GalR3 antag	0	-3	-2	9	-6	-7	-10	-6	-4	-2

51) COc1ccccc1NC(=O)CC1SC(=N)N(c2ccccc2)C1=O (stereo not given)
52) COC(=O)c1[nH]c2ccc(Br)cc2c1NC(=O)CN1CCCCC1CCO (stereo not given)
53) Cc1ccc(NC(=O)CN2CCC(C(=O)c3ccc(F)cc3)CC2)cc1
54) COc1ccc(-c2csc(/C(C#N)=C\c3cccc([N+](=O)[O-])c3)n2)cc1
55) CC(C(=O)NCCN1C(=O)S/C(=C\c2cccs2)C1=O)N1C(=O)c2ccccc2C1=O (stereo not given)
56) Cc1cccn2cc(CNS(=O)(=O)c3ccc4ccccc4c3)nc12
57) CC1Sc2ccc(S(=O)(=O)N3CCC(C(=O)Nc4cccc(Cl)c4)CC3)cc2NC1=O (stereo not given)
58) O=C(NCCc1ccccc1)C(=O)NCC(c1ccco1)N1CCOCC1 (stereo not given)
Assay by compound	51	52	53	54	55	56	57	58
IDE cell activ	2	1	-4	x	-1	-2	-4	7
IDE inh	7	-3	-13	9	0	-5	7	2
p-CIP stab down	-13	-7	-10	0	-10	-11	-2	13
VIM-2 inh	0.1	-3.0	-0.5	0.0	1.3	-1.0	-3.3	-2.7
NS3 helicase inh	-5	2	-9	8	8	0	-3	-3
IMP-1 inh	-3.1	-2.4	-2.0	1.1	1.2	-3.5	-2.4	-3.7
UBC9 SUMO inh	18	-1	-55	5	7	1	-6	9
CRFR2-BP antag	-8	-11	13	x	10	4	-8	6
GalR3 antag	7	-3	-2	x	3	-3	-6	2
